LMPTP block: LMPTP phosphatase inhibitors, primary screen, biochemical, fluorescence intensity, uHTS; Low molecular weight phosphotyrosine protein phosphatase (Homo sapiens), P24666; recombinant LMPTP-A, OMFP fluorogenic substrate; inhibition, % at 20 µM; 360,000 compounds, 0.22% hits; AID 651560, 2012;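 active means compounds that cut the enzyme signal by at least half of the control window in the single-dose screen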;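 further: plate controls were DMSO wells with enzyme plus substrate for no effect and substrate without enzyme for full effect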
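test system = LMPTP-A | amount = 0.625 nM LMPTP-A final | reagent = fluorogenic phosphatase substrate OMFP at 400 µM final | incubation = 50 min at room temperature | benchmarks = no-enzyme low control, uninhibited high control | medium = Bis-Tris pH 6.0, DTT, detergent | signal = fluorescence intensity of OMFP turnover product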
SUMO1-SIM PPI: modulators of SUMO1 protein-protein interactions, primary screen, biochemical, uHTS; Small ubiquitin-related modifier 1 (Homo sapiens), P63165; AID 602429, 2012; 360,000 compounds, 0.33% hits; inhibition, % at 20 µM; SUMO1 binding to a labelled peptide, TR-FRET, 1 h; in the data active means inhibition above about 37%
Target sequence (P63165 whole entry, looked up): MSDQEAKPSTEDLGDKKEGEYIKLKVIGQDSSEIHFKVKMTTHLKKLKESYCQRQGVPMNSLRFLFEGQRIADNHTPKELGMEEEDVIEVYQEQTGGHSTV
Scp-1 inhibitor: Scp-1 phosphatase inhibitors, primary screen, biochemical, colorimetric, uHTS; Carboxy-terminal domain RNA polymerase II polypeptide A small phosphatase 1 (Homo …; 340,000 compounds, 0.88% hits; Recombinant Scp1, phosphopeptide, malachite green phosphate absorbance; inhibition, % at 20 µM;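 active means inhibition above about 50% at 20 µM, limit read from the data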;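 further: plate controls were DMSO wells with enzyme for no effect and wells lacking enzyme for full effect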
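Test system: SCP-1 phosphatase catalytic domain, residues 76-261; measured by: colorimetric phosphate reagent with accelerator and stabiliser, absorbance at 630 nm; timing: enzyme reaction 45 min at room temperature, colour 5 min, stabilisation 30 min; also added: Phosphorylated 17-residue peptide substrate; compound dosing: one concentration, 20 µM, with 1.0% DMSO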
Rpn11 block: Rpn11 (PSMD14) deubiquitinase inhibitors, primary screen, biochemical, fluorescence polarization, uHTS. human 26S proteasome, Ub4-pepOG fluorescence polarization; 20S core pre-blocked with epoxomicin. calls only at 20 µM. 360,000 compounds, 0.59% hits;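 active means inhibition at 20 µM, scaled to each plate's controls, above about 33%, limit read from the data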
Target sequence (O00487 whole entry, looked up): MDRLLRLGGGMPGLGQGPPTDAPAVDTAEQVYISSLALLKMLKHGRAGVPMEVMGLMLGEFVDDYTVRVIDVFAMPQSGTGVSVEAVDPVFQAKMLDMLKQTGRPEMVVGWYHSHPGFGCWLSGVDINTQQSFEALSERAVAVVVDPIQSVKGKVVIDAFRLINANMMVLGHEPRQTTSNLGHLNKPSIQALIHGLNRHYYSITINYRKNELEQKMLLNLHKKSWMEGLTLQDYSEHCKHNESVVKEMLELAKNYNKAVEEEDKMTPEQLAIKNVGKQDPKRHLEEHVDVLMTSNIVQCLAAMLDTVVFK
CSN deneddyl inh: inhibitors of CSN-mediated cullin deneddylation, primary screen, biochemical, fluorescence polarization, uHTS. inhibition, % at 12.5 µM. 360,000 compounds, 0.38% hits. AID 651999, 2013. Purified CSN, SCF-Nedd8-OG deneddylation;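 active means pattern-corrected inhibition above about 35%, with an unprinted fluorescence ratio check between 0.5 and 1.5, limit read from the data, passing the limit was not always enough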;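 further: 0% = enzyme with substrate and 100% = substrate without enzyme; some results filed as inactive read as strong as hits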
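Test system: Human Csn5 produced in HEK293T cells | Compound: 12.5 µM single point | Times: 90 min, room temperature | Signal: Fluorescence polarization readout | Read-out basis: % inhibition of substrate cleavage by Csn5 | Controls: no-enzyme wells high, enzyme-with-substrate wells low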
STEP block: STEP phosphatase inhibitors, primary screen, biochemical, fluorescence intensity, uHTS | inhibition, % at 20 µM | 360,000 compounds, 0.25% hits | recombinant STEP, OMFP fluorogenic substrate;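 active means inhibition at 20 µM, scaled per plate between control wells, above about 37%, limit read from the data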;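 further: 0% = DMSO with enzyme and substrate and 100% = substrate only without enzyme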
Target sequence (P54829 whole entry, looked up): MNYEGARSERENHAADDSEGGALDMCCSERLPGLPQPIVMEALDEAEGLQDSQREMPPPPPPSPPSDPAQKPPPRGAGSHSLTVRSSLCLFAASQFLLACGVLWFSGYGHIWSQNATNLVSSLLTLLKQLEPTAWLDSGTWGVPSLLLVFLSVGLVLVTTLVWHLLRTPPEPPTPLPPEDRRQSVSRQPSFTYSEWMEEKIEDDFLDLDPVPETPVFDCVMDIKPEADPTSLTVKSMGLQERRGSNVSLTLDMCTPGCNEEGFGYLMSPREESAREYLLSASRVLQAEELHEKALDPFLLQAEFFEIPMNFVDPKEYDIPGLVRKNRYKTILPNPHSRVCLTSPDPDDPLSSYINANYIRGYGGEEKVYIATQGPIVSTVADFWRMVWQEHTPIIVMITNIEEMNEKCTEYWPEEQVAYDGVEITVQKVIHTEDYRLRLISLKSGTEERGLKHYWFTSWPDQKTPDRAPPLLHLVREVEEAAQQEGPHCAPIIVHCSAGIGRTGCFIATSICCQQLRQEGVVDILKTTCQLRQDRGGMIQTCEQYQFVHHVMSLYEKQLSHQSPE
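material = STEP tyrosine phosphatase | reagent = fluorogenic phosphatase substrate OMFP at 25 µM final | doses = single compound dose of 20 µM, 1% DMSO final | schedule = 20 min reaction, room temperature, in the dark | measured by = fluorescence, 480/540 nm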
NadD inh: inhibitors of S. aureus NadD, primary screen, biochemical, colorimetric, uHTS | AID 602399, 2012 | 360,000 compounds, 0.78% hits | inhibition, % at 20 µM | purified NadD enzyme, colorimetric absorbance read-out; in the data active means inhibition above about 26%; further: some compounds past the cut are filed as inactive
Rin1-Abl PPI inh: inhibitors of Rin1-Abl protein binding, primary screen, biochemical, TR-FRET; Tyrosine-protein kinase ABL1 (Homo sapiens) + Ras and Rab interactor 1 (Homo sapiens), …; inhibition, % at 7.35 µM; 360,000 compounds, 0.4% hits; AID 588664, 2011; in the data active means inhibition above about 5%, passing the limit was not always enough
Neddyl block: inhibitors of cullin neddylation, primary screen, biochemical, TR-FRET, uHTS, NAE and Ubc12 | calls only at 25 µM | 360,000 compounds, 0.58% hits; in the data active means inhibition above about 36%
DNMT1 inh: human DNMT1 methyltransferase inhibitors, primary screen, biochemical, molecular beacon, fluorescence, HinP1I cleavage, uHTS. DNA (cytosine-5)-methyltransferase 1 (Homo sapiens), P26358. 360,000 compounds, 0.83% hits. inhibition (reported as % activation of signal), % at 10 µM. AID 588458, 2011; in the data active means inhibition above about 50%
An asterisk follows results filed as active; i = inactive; . = no result given; & = joins results of further samples.

Molecule	LMPTP block	SUMO1-SIM PPI	Scp-1 inhibitor	Rpn11 block	CSN deneddyl inh	STEP block	NadD inh	Rin1-Abl PPI inh	Neddyl block	DNMT1 inh
O=C(CN(C1CCCCC1)S(=O)(=O)c1ccc(F)cc1)NCC1CCCO1 (stereo not drawn)	0.4	-40.0	-5.2	i	7.2	2.3	10.6	-1.6	i	-3.7
CCOC(=O)C1CC(c2ccc(Cl)cc2)=NNC1=O (stereo not drawn)	0.6	-6.5	-0.6	i	-8.1	3.4	5.3	-2.3	i	0.1
CNC(=O)C1CC(=O)N(CCc2ccc(OC)c(OC)c2)C(=Nc2ccc(F)cc2)S1 (stereo not drawn)	-1.4	-2.5	-6.5	i	4.3	-4.2	-6.2	2.3	i	-6.3
CCOc1ccc(CN2CCN(Cc3ccc4cc(F)ccc4n3)CC2CCO)cc1 (stereo not drawn)	-2.5	0.0	5.6	i	3.1	-3.0	-4.7	-0.1	i	-2.7
CCCC1(C(=O)O)NC(c2ccccc2O)C2C(=O)N(Cc3ccccc3)C(=O)C21 (stereo not drawn)	-0.2	-0.6	-0.1	i	-5.1	-1.9	5.5	-0.2	i	6.5
O=C(NCc1nnnn1-c1ccc(F)cc1)C1CC(=O)N(c2ccc(F)cc2)C1 (stereo not drawn)	-1.1	1.9	-0.1	i	-2.3	1.5	-0.2	1.8	i	1.2
COc1ccccc1CNC(=O)C1CCN(C(=O)NC2CCCCC2)CC1	-0.1	-2.8	-10.1	i	5.8	-1.3	1.1	5.2	i	1.9
CCCN1CCN(C(=O)C(C)n2nc(C)c3sc4ccccc4c3c2=O)CC1 (stereo not drawn)	-1.4	1.6	-7.5	i	1.3	-0.8	-6.7	2.0	i	2.5
COc1ccccc1Cn1c(C)nnc1-c1cnn(C)c1N	-1.2	2.6	4.8	i	3.9	-1.3	-0.6	3.1	i	1.7
COc1ccc(OCc2cc(C(=O)N3CCSCC3)no2)c(Cl)c1	1.5	4.0	-6.0	i	-1.2	2.6	4.5	1.8	i	0.8
O=C(N/N=C/c1cccc(O)c1)c1ccc(NC(=O)c2cccc([N+](=O)[O-])c2)cc1	0.7	-12.4	2.9	i	-3.1	0.4	14.8	0.4	i	-11.2
CC(C)[C@@H]1COC(c2cccc(C3=N[C@H](C(C)C)CO3)n2)=N1	0.0	3.2	-5.9	i	-2.4	2.3	-0.7	2.0	i	-1.6
CCOc1ccc(N(C(=O)c2snc(C(N)=O)c2N)C(CC)C(=O)NC2CCCC2)cc1 (stereo not drawn)	-0.3	-15.7	-4.4	i	-1.4	0.9	-0.1	0.3	i	0.7
O=c1c2[nH]c3ccc(F)cc3c2ncn1Cc1ccncc1	-0.5	-2.8	-4.0	i	0.7	0.6	0.5	3.2	i	-0.1
COc1ccc(/C=C2\SC(=O)N(CCCC(=O)Nc3ccc(C(=O)O)cc3)C2=O)cc1OC	0.5	-25.3	-9.5	i	0.2	2.5	-1.7	-0.6	i	0.7
Cc1ccc(Oc2cc(NC(=O)CCCn3nc([N+](=O)[O-])c(Cl)c3C)cc([N+](=O)[O-])c2)cc1	3.3	-6.2	-11.6	i	-1.9	-0.5	-0.7	-1.5	i	-8.4
CC1(C)Cc2c(c(N3CCOCC3)nc3sc(C(N)=O)c(N)c23)CO1	-1.4	-20.4	-8.9	i	-6.4	3.3	-2.3	-3.5	.	-7.3
O=C(c1ccc(S(=O)(=O)N2CCCCCC2)cc1)N1CCN(Cc2ccccc2)CC1	-0.7	2.2	-4.9	i	3.0	-4.5	1.1	-0.8	i	-0.2
CC(NCC(=O)Nc1cc(S(=O)(=O)N2CCCCCC2)ccc1Cl)c1ccccc1 (stereo not drawn)	2.7	0.5	7.4	i	-3.5	-0.7	1.6	-3.5	i	4.0
COc1cccc(C(=O)COc2ccccc2-c2ccccc2)c1	3.6	0.6	-19.6	i	6.5	3.0	-5.0	-4.7	i	5.0
COCCNc1nc(Nc2ccc(C)cc2C)c2sc(-c3ccccc3)cc2n1	8.4	8.3	.	i	-7.1	2.6	10.7	-2.9	i	-17.2
CN1C/C(=C/c2cccs2)C(=O)/C(=C\c2cccs2)C1	0.1	-29.3	-9.0	i	3.6	8.4	5.5	0.2	i	0.8
Cc1ccc(S(=O)(=O)C2(C(=O)N3CCCC(C)C3)CC2)cc1 (stereo not drawn)	-2.3	-0.8	-6.5	i	0.9	0.5	8.1	-6.1	i	1.1
COC(=O)c1ccc(NC(=O)CCn2cccc2)cc1	-0.7	0.9	-8.9	i	-1.4	-0.7	-4.1	-4.2	i	0.1
CCN(CC)CCNC(=O)c1ccc(NC(=O)c2ccc(-n3cncn3)c([N+](=O)[O-])c2)cc1	-0.4	-31.1	.	i	-1.4	-0.8	6.5	2.8	i	-2.2
COc1cccc(C(=O)c2cn(CC(=O)NCc3ccco3)c3nc(C)ccc3c2=O)c1	11.8	11.0	62.1*	i	1.1	-1.1	6.9	0.5	i	14.0
Cc1cc(Br)c2[nH]cc(CCNC(=O)c3ccco3)c2c1	1.2	7.5	-7.9	i	-2.2	-0.9	-5.4	3.8	i	-7.6
COc1ccc(C2(c3ccc(OC)cc3)NC(=O)N(CC(=O)Nc3ccc(C(=O)N(C)C)cc3)C2=O)cc1	-1.4	0.2	2.4	i	6.4	-3.4	1.4	0.2	i	-1.9
COc1ccc(F)cc1C(=O)C1CCCN(Cc2c(C)n(C)n(-c3ccccc3)c2=O)C1 (stereo not drawn)	-1.7	-0.4	-7.3	i	-13.2	1.6	-3.9	1.8	i	2.0
Cc1ncc(C[n+]2csc(CCO)c2C)c(N)n1	-3.5&-2.5	-7.1&5.7	1.3&-3.8	i	-5.4&0.6	0.1&-1.5	1.5&-1.8	-2.2&-5.3	i	1.4&-1.4

The results go on:
Molecule	LMPTP block	SUMO1-SIM PPI	Scp-1 inhibitor	Rpn11 block	CSN deneddyl inh	STEP block	NadD inh	Rin1-Abl PPI inh	Neddyl block	DNMT1 inh
COc1cccc(-c2cc(C(=O)N3CCN(c4ccc(F)cc4)CC3)no2)c1	2.1	8.7	-3.6	i	-2.2	2.3	6.3	2.3	i	2.3
Cc1cnc(-c2nc3ccccc3n2C(C(=O)NC(C)(C)C)c2ccccc2)cn1 (stereo not drawn)	-2.0	-2.2	.	.	0.3	.	.	.	i	.
Cc1c(C(=O)Nc2ccc(F)cc2)sc2ncn(CC(=O)N3CCCCC3)c(=O)c12	-1.0	-0.3	-2.4	i	4.3	-2.6	-3.8	3.9	i	1.4
O=S(=O)(c1ccc(C(F)(F)F)cc1)N1CCN(CCOc2ccccc2)CC1	2.1	-3.7	-6.9	i	-2.4	3.0	-0.6	-0.1	i	4.5
CC1(C)CC(CC(=O)Nc2ccc([N+](=O)[O-])cc2)C(=O)O1 (stereo not drawn)	0.6	-14.6	-3.1	i	3.6	2.4	1.4	-3.3	i	-1.4
O=C(CCCn1c(=O)oc2ccccc21)N1CCc2ccccc2C1	-0.2	-0.6	-6.1	i	2.0	12.9	-10.2	0.1	i	-10.5
CCOC(=O)c1ccc(N2C(=O)C(O)=C(C(C)=O)C2c2ccc(O)c(OC)c2)cc1 (stereo not drawn)	-1.3	-11.0	1.1	i	3.4	3.2	2.8	-1.2	i	0.9
Cc1cccc(C)c1NC(=O)CN(c1ccccn1)S(=O)(=O)c1ccc(F)cc1	-1.4	0.3	-12.5	i	-4.9	-0.7	3.6	1.0	.	-1.2
Cc1cc(C)nc(/N=C2\NC(=O)CC(C(=O)O)N2CCc2c[nH]c3ccccc23)n1 (stereo not drawn)	-3.9	4.6	-9.2	i	-0.5	0.0	0.0	-2.8	i	-3.9
CC(=O)c1cccc(N(C(=O)c2ccco2)C(C(=O)NC2CCCC2)c2ccc(N3CCOCC3)cc2)c1 (stereo not drawn)	-1.6	-1.4	-7.3	i	-6.8	-4.6	-2.0	1.4	i	2.2
O=C(CNC(=O)c1ccco1)OCc1ccc(C(=O)c2ccccc2)cc1	0.5	2.2	-3.9	i	-4.4	2.3	-7.0	7.7	i	-2.1
O=C(CN1C(=O)NC2(CCCC2)C1=O)N1CCN(S(=O)(=O)c2ccccc2F)CC1	-0.3	-5.8	-9.5	i	-5.8	0.1	0.4	-0.1	i	0.9
Cc1cccc(C)c1NC(=O)C(c1ccc(C#N)cc1)n1c(=O)c(-c2ccco2)nc2ccccc21 (stereo not drawn)	1.5	-2.6	.	.	19.6	.	.	.	i	.
CN(C)N1C(N)=C(C#N)C(c2ccc3c(c2)OCO3)C2=C1CCCC2=O (stereo not drawn)	-0.7	6.2	-6.0	i	-5.4	-1.9	0.2	-0.2	i	-0.3
CN(C)c1ccc(C(=O)NCc2ccc3c(c2)CCO3)cc1	-0.5	-1.0	-1.9	i	2.5	0.7	2.6	-3.5	i	-5.0
Cc1oc(-c2ccc3c(c2)OCCO3)cc1C(=O)NCC(=O)O	1.5	-0.3	13.3	i	-0.4	-1.3	3.9	6.3	i	10.2
CCSc1nnc(Cn2c(=O)sc3ccccc32)n1-c1ccc(OC)cc1	-1.2	0.0	7.2	i	-9.1	-2.0	2.8	-1.9	i	0.0
COCCc1nnc(NC(=O)Cc2ccccc2)s1	-1.2	-3.7	-5.9	i	5.6	0.8	-4.4	3.4	i	-1.9
CCCCCCCCCCCCN1[C@@H](CC(C)=O)c2cc(F)cc(F)c2S1(=O)=O	3.1	5.7	-8.2	i	4.8	4.0	8.8	-1.8	i	8.8

Among those listed so far, these contain a nitro group on carbon:
Molecule	LMPTP block	SUMO1-SIM PPI	Scp-1 inhibitor	Rpn11 block	CSN deneddyl inh	STEP block	NadD inh	Rin1-Abl PPI inh	Neddyl block	DNMT1 inh
O=C(N/N=C/c1cccc(O)c1)c1ccc(NC(=O)c2cccc([N+](=O)[O-])c2)cc1	0.7	-12.4	2.9	i	-3.1	0.4	14.8	0.4	i	-11.2
Cc1ccc(Oc2cc(NC(=O)CCCn3nc([N+](=O)[O-])c(Cl)c3C)cc([N+](=O)[O-])c2)cc1	3.3	-6.2	-11.6	i	-1.9	-0.5	-0.7	-1.5	i	-8.4
CCN(CC)CCNC(=O)c1ccc(NC(=O)c2ccc(-n3cncn3)c([N+](=O)[O-])c2)cc1	-0.4	-31.1	.	i	-1.4	-0.8	6.5	2.8	i	-2.2
CC1(C)CC(CC(=O)Nc2ccc([N+](=O)[O-])cc2)C(=O)O1 (stereo not drawn)	0.6	-14.6	-3.1	i	3.6	2.4	1.4	-3.3	i	-1.4

Compound activity from PubChem.
